D3 antag = antagonists of human D3 dopamine receptor; P35462; max response, negative = inhibition, %; D3R cells, DiscoveRx beta-arrestin luminescence, antagonist mode; stronger effect = lower value; 2.5% of 360,000 active; AID 652054; in the data active means max response below about -50%; inconclusive means no clear call, values can overlap the other calls; further: on the % scale 0 is the no-effect control and ±100 the full control effect; mostly tested at two doses, the higher about 12 µM
Target sequence (P35462 whole entry, looked up): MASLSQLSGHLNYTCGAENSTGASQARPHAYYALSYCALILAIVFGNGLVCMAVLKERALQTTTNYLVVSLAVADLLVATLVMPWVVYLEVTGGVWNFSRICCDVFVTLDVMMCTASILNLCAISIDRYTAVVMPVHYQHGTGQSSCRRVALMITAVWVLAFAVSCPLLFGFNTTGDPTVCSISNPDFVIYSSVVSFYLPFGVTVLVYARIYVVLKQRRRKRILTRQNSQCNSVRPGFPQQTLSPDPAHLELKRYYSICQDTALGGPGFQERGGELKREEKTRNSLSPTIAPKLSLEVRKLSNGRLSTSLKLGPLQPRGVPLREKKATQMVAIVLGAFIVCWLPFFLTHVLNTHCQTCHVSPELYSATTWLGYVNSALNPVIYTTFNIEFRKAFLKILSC
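Cells plated overnight at 1500 cells/well, then exposed to library compounds with dopamine controls for 90 minutes at 37 degrees C. DiscoveRx reagent added for 30–60 minutes at room temperature; luminescence read, quantitative HTS format.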
SW480 rereplic = DNA re-replication induction in SW480 cells. SW480 DNA re-replication, Hoechst DNA content imaging, 48 h. Potency, µM (titrated, usually from 46.1 µM), without a hit: at the top dose re-replication activation, most hits filed as activators. 1.8% of 340,000 active. AID 624297; further: potency means the concentration at half of the fitted maximal effect; % of control where 0% means no effect; nearly all actives have a fitted effect of over 55% in size
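Image-based DNA-content assay: after two days of treatment, nuclei were labelled with the DNA dye Hoechst and imaged, and hits were compounds raising the count of nuclei showing high fluorescence intensity.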
KB-V1 MDR tox = kills drug-selected multidrug resistant KB-V1 cells; KB-V1 MDR cells viability, CellTiter-Glo, 72 h; Potency, µM (titrated, usually from 46.1 µM), without a hit: at the top dose activity change, negative = cytotoxicity, actives largely listed as cytotoxic; 3.4% of 400,000 active; AID 1347076; further: potency means the concentration at half of the fitted maximal effect; on the % scale 0 is the no-effect control and ±100 the full control effect; nearly all actives have a fitted effect of over 60% in size
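Drug-selected KB-V1 cells, grown in DMEM lacking phenol red with 10% FBS, receive compound titrations; after three days at 37 degrees C, surviving cell ATP is quantified by CellTiter-Glo luminescence and responses normalized and curve-fitted.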
HT1080 IDH1KD tx = toxicity to HT-1080 IDH1 knockdown cells (counter line). 2% of 360,000 active. HT-1080 IDH1 knockdown viability, ATP luminescence, 48 h. Potency, µM (top dose mostly 46.1 µM), inactives show at the top dose activity, negative = toxicity, actives largely listed as cytotoxic. AID 686971;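 further: potency means the concentration at half of the fitted maximal effect; 0% = DMSO wells and -100% = cell-free medium wells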
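Luminescent ATP read-out (CellTiter-Glo, 10 min at room temperature) after 48 h compound exposure at 37 °C gave viability of IDH1-knockdown HT-1080 cells. Activity was normalised to DMSO and cell-free wells, then fitted as concentration-response curves.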
KB-3-1 tox = KB-3-1 parental cell cytotoxicity | AID 1347075 | KB-3-1 viability, CellTiter-Glo ATP luminescence, 72 h | Potency, µM (series often up to 46.1 µM), inactives show at the top dose activity change, negative = cytotoxic, usual class: cytotoxic | 1.4% of 400,000 active; further: potency means the concentration at half of the fitted maximal effect; on the % scale 0 is the no-effect control and ±100 the full control effect; nearly all actives have a fitted effect of over 60% in size
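Using CellTiter-Glo luminescence, growth of non-resistant KB-3-1 adenocarcinoma cells is assessed 72 h after pin-tool compound addition at 37 °C. Normalized responses across the concentration series yield fitted curves.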
IL-1B inflam inh = blocks inflammasome-driven IL-1 beta release | THP-1 LPS/ATP IL-1B secretion, AlphaLISA, 16 h; stronger effect = lower value | activity change, % at 57.5 µM | 4.7% of 360,000 active | AID 743279; in the data active means activity change below about -50%; inconclusive means mostly about -30% to -49%; further: on the % scale 0 is the no-effect control and ±100 the full control effect
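THP-1 cells pretreated 1 hr with compounds (up to 57.5 uM final), then stimulated with LPS (250 ng/mL final) plus ATP (1.25 mM final); secreted IL-1B measured by AlphaLISA after 16 hr, decreased signal indicating inhibition.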
GLP1R ag = GLP-1 receptor (human) agonism | P43220 | HEK293 GLP-1R CRE-luciferase, luminescence, 4-6 h; cells express a hypersensitive GLP-1R form | Potency, µM (doses to about 45.6 µM), without a hit: at the top dose activation, usual class: activators | 0.007% of 380,000 active | AID 624172; further: potency means the concentration at half of the fitted maximal effect; % of control where 0% means no effect
Target sequence (P43220 whole entry, looked up): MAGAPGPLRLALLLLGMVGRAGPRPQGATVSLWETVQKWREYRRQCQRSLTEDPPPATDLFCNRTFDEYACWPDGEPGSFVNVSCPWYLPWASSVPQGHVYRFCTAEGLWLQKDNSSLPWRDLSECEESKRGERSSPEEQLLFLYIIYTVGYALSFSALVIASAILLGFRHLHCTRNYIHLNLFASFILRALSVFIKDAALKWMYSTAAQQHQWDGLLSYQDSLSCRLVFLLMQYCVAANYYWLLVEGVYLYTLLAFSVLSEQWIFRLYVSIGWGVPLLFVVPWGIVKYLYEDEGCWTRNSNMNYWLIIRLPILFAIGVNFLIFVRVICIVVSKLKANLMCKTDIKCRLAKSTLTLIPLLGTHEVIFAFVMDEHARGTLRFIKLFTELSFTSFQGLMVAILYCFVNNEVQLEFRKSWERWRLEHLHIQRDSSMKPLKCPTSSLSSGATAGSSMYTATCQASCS
D3 ag = D3 dopamine receptor (human) agonism | D3R DiscoveRx beta-arrestin cells, luminescence, 90 min | max activation, % | 0.58% of 410,000 active | AID 652048; in the data active means max activation above about 30%; further: 0% is about no effect; mostly tested at two doses, the higher about 12 µM
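Agonist mode: compounds and dopamine controls were applied to plated cells for 90 min at 37 degrees C after an overnight attachment at 1500 cells/well. Luminescent read-out followed 30 - 60 minutes at room temperature with DiscoveRx detection reagent.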
HT1080NT lethal = kills 2HG-producing HT-1080-NT fibrosarcoma cells | HT-1080-NT fibrosarcoma viability, CellTiter-Glo ATP luminescence, 48 h | AID 686970 | 1.6% of 360,000 active | Potency, µM (top dose mostly 46.1 µM), for inactives: at the top dose activity, negative = less viability, hits mostly cytotoxic;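 further: NT is the 2HG producing partner of a matched IDH1 knockdown line; potency means the concentration at half of the fitted maximal effect; 0% = DMSO-treated cells and -100% = media-only wells without cells; nearly all actives have a fitted effect of over 55% in size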
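HT-1080-NT; 750 cells/well; 5% FBS RPMI; 48 h compound, 37 degrees C; CellTiter-Glo luminescence; curve fitting and curve-class assignment.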
* marks the source's active call; other numbers are inactive results; i = inactive; ? = inconclusive; nt = no result given; [ ] = remark or other dose. Unless noted, the call rests on the fitted dose curve; in most records, active means well fitted curve in the direction sought with a large enough effect; inconclusive means small, poorly fitted or top-dose-only effect, or another doubt; inactive means no such curve, though single readings can be large; an effect the other way counts as inactive or inconclusive.

Below each compound – D3 antag	SW480 rereplic	KB-V1 MDR tox	HT1080 IDH1KD tx	KB-3-1 tox	IL-1B inflam inh	GLP1R ag	D3 ag	HT1080NT lethal
COc1cc(NC(=O)c2cccs2)c(C(=O)OCC(=O)c2cc(C)n(-c3ccccc3)c2C)cc1OC
    12	-1%	-3%	20%	-4%	15	-32%[inhibitor]	-3	24%
Cc1cc(OCCCCNC(C)C)cc(C(C)C)c1
    -69*	?	21µM*	-18%	-22%	-10	-13%	-13	-4%
Nc1nnnn1/N=C/c1ccccc1OCc1ccc(Cl)cc1Cl
    -11	3%	-3%	?	12%	57	-2%	-1	-23%
CCc1c(C)sc(NC(=O)Cn2nc(C(F)(F)F)c3c2CCCC3)c1C#N
    5	-2%	?	?	-25%	72	-12%	9	?
O=C(NCCc1ccccc1)C1CCN(S(=O)(=O)c2ccc(-c3nn[nH]n3)cc2)CC1
    0	0%	2%	19%	3%	3	-9%	2	22%
CCOC(=O)C1CCCN(C(=O)C2CCN(C(=O)Nc3ccccc3)CC2)C1 (stereo not given)
    1	-2%	39%	0%	9%	17	-7%	-3	0%
CCOC(=O)N1CCC(NC(=O)CS(=O)(=O)Cc2nc(-c3cccc(OC)c3)oc2C)CC1
    -11	2%	-25%	-8%	?	19	10%	4	6%
CC(=O)NCCn1c(SCC(=O)NCc2ccco2)nc2ccccc2c1=O
    -23	-3%	0%	4%	4%	-5	5%	5	-19%
O=C(NC1CCSC1=O)C1CCCCC1 (stereo not given)
    0	1%[1.84 µM]	-4%	-1%	6%	11	-5%	2	-10%
O=S(=O)(c1ccc(Cl)c(NC(=S)Nc2ccccc2N2CCOCC2)c1)N1CCOCC1
    -2	0%	-21%	-1%	-8%	-15	4%	1	5%
COc1cccc(NC(=O)C2CCN(S(=O)(=O)c3ccc4c(c3)CC(C)N4C(C)=O)CC2)c1 (stereo not given)
    13	-35%[inhibitor]	3%	-4%	3%	0	3%	1	1%
CCOc1cccc2cc(C(=O)N3CCN(C/C=C/c4ccccc4)CC3)c(=O)oc12
    ?	1%	8.2µM*	?	-12%	0	-2%	-20	-4%
COc1ccc(NC(=O)c2ccc(COc3ccccc3Br)o2)c(OC)c1
    58	4%	5%	?	?	29	21%	6	-13%
Nc1ccc(-c2n[nH]c(=O)c3ccccc23)cc1N
    10	6%	-25%	-13%	?	23	5%	2	-1%
COc1cccc(OCc2nc3c4cnn(-c5ccccc5)c4ncn3n2)c1
    28	10%	3%	-4%	2%	42	-15%	-15	6%[9.24 µM]
CCCCOc1ccc(N2C(=O)CC(NCc3ccncc3)C2=O)cc1 (stereo not given)
    7	-19%	8%	17%	2%	-4	1%	0	17%
O=C1CCCCN1CCCC(=O)N1CCCC(Nc2ccccc2)C1 (stereo not given)
    0	0%	nt	1%	nt	9	4%	9	2%
CC1(C)OC(=O)C(=NNc2ccc(C(=O)O)cc2)C(=O)O1
    -19	?	-18%	1%	-6%	27	1%	0	9%
COc1ccc(N2CC(O)=C(c3nc(-c4ccc(F)cc4)cs3)C2=N)cc1Cl
    1	2%	2%	23%	7%	12	-3%	1	17%
O=C1C2(c3ccccc3)CN(CCCO)CC1(c1ccccc1)CN(CCCO)C2
    19	-2%	11%	0%	2%	0	-1%	-5	8%
O=C(CSc1ncnc2sccc12)Nc1ccc(S(=O)(=O)N2CCOCC2)cc1
    -26	-8%	-7%	12%	0%	-20	4%	3	-1%
O=C(NCCNCCO)c1c(O)c2cccc3c2n(c1=O)CCC3
    -13	-3%	-13%	-23%	-27%	-21	-3%	-5	?
COc1ccc(S(=O)(=O)Nc2c(NC3CCCCC3)c3ccccc3oc2=O)cc1OC
    28	-11%	-3%	9%	0%	-1	15%	4	-4%
CCCNC(=O)N[C@H]1C=C[C@H](CC(=O)NC2CCCCC2)O[C@@H]1CO
    5	nt	-14%	13%	0%	17	nt	-3	-5%
Cc1cc(C)c(C#N)c(SCC(=O)c2cccs2)n1
    ?	20%	-16%	-13%	?	-98*	13%	2	-19%
COc1ccc(-n2cnnc2SCc2ncc(-c3ccccc3)o2)cc1
    0	17%	-1%	-3%	0%	4	20%	-5	-7%
CN(C)CCCN(C(=O)c1ccc(S(=O)(=O)N2CCc3ccccc32)cc1)c1nc2ccc(Cl)cc2s1
    -9	?	0%	?	?	0	0%	-11	-15%
Cc1ccc(CNC(=O)C(NS(=O)(=O)c2ccc3nc(C)sc3c2)C(C)C)cc1 (stereo not given)
    -17	2%	27%	-8%	9%	-9	-2%	3	0%
COc1ccccc1/C=N/OCc1ccc(C#N)cc1
    -10	6%	-11%	24%	10%	?	?	-2	17%
CC(C)C1=C2OC(N)=C(C#N)C(C#N)=C2C(C)CC1 (stereo not given)
    12	-1%	0%	-5%	12%	21	1%	27	5%
NC(=O)c1ccccc1NS(=O)(=O)c1ccc(S(=O)(=O)N2CCCC2)cc1
    -8	1%	-17%	6%	21%	0	-5%	-22	9%
COc1ccc(NC(=S)NC(=O)CC(C)C)c(OC)c1
    7	-5%	-10%	-1%	5%	20	9%	3	-4%
COc1ccc(CCNC(=O)CSc2cc(=O)[nH]c(N)n2)cc1OC
    -25	-3%	-1%	3%	-1%	-15	-28%	-3	2%
CCOc1ccc(CCNC(=O)C2CCCN(c3ncnc4c3nc3n4CCCCC3)C2)cc1 (stereo not given)
    0	0%	2%	13%	-19%	-12	14%	-3	14%
CCNc1ccc(C(=O)OCC(=O)NCCN2C(=O)CSC2=O)cc1[N+](=O)[O-]
    3	-5%	-16%	-2%	-6%	-12	-1%	0	2%
COC(=O)N/N=C(\C)c1ccc(C)c([N+](=O)[O-])c1
    5	-2%	1%	15%	-12%	-4	17%	0	20%
O=S1(=O)C=C(SCc2cccc(Cl)c2)Nc2ccccc21
    11	-5%	?	12%	4%	-51*	-11%	4	0%
CCOC(=O)c1cc(C(=O)OCC)cc(-n2c(C)cc(C(=O)CN3CCOCC3)c2C)c1
    -23	-5%	3%	-7%	0%	-7	7%	-11	-1%
COc1cc2c(C(=O)N3CCN(c4ccc(F)cc4)CC3)cn(CC(C)C)c(=O)c2cc1OC
    nt	nt	-3%	nt	10%	nt	1%	1	nt
O=C(COc1ccc(F)cc1)Nc1nnc(C2CCCCC2)s1
    6	-1%	?	?	0%	-13	-1%	3	?
CC(NC(=O)CCC(=O)NC(C)C1COc2ccccc2O1)C1COc2ccccc2O1 (stereo not given)
    24	-6%	?	-20%	-22%	6	6%	-10	-17%
CCN(c1ccccc1)S(=O)(=O)c1ccc(Cl)c(NC(=O)COC(=O)C2CC2C)c1 (stereo not given)
    16	8%	2%	-7%	25%	-8	18%	-1	-1%
CC(=O)N1CCOc2cc(S(=O)(=O)N3CCN(c4ccccc4)CC3)c(Cl)cc21
    -17	-7%	3%	-3%	2%	-1	7%	-8	-4%
CCOC(=O)COc1cccc2c(=O)n(CC(=O)NCCc3ccccc3)ccc12
    -20	-17%	-7%	-1%	-16%	-1	-5%	-3	0%
O=C(CN1CCN(c2ncc(C(F)(F)F)cc2Cl)CC1)N1CCN(c2ncc(C(F)(F)F)cc2Cl)CC1
    -61*	?	-23%	-19%	?	1	-5%	0	-3%
O=C(C1CCCO1)N1N=C(c2ccc(Br)cc2)CC1c1ccco1 (stereo not given)
    3	-1%	?	12%	-1%	?	23%	2	21%
Cc1cc(NC(=O)CCC(=O)NNC(=O)c2ccc(C(C)(C)C)cc2)no1
    -20	-1%	0%	-3%	-5%	13	-6%	-3	-2%
Cc1cc(C)nc(SCCC(=O)Nc2ccc(F)cc2)n1
    0	1%	0%	?	9%	-11	5%	-5	24%
COc1ccc(/C=N/Nc2ncc(C(F)(F)F)cc2Cl)c(OC)c1OC
    33	-7%	-2%	-22%	10%	21	-2%	2	-20%
CC(C)CC(=O)NNC(=O)c1ccc(Cl)cc1
    -11	-8%	25%	0%	2%	-16	7%	1	-1%

Further compounds follow.
Below each compound – D3 antag	SW480 rereplic	KB-V1 MDR tox	HT1080 IDH1KD tx	KB-3-1 tox	IL-1B inflam inh	GLP1R ag	D3 ag	HT1080NT lethal
CCCCC(O)(CCCC)C(=O)NN(C(=O)CCl)c1ccccc1
    11	?	?	?	?	-78*	-14%	-1	?
O=C(Nn1c(-c2ccc(F)cc2)nc2ccccc2c1=O)C1CCCCC1
    -10	-6%	?	0%	5%	-2	-6%	-2	3%
Cc1ccc2nc(-c3ccccc3O)c(Nc3ccc4c(c3)OCCO4)n2c1
    63	?	11%	0%	1%	10	-1%	24	-10%
CCSc1nsc(NC(=O)Nc2cccc(C(C)=O)c2)n1
    17	?	-8%	?	?	-101*	-6%	12	?
CC(=O)Nc1c(C(=O)N2CCCCCC2)cnn1-c1ccccc1Cl
    10	-9%	?	5%	-2%	3	-9%	24	3%
COc1cc(C2/C(=C(\O)c3ccc4c(c3)OCCO4)C(=O)C(=O)N2CCN2CCOCC2)cc(OC)c1OC (stereo not given)
    6	?	5%	0%	27%	i	1%	-2	-6%
CN(C)c1cc[n+](Cc2c(Cl)cccc2Cl)cc1
    -15	12%	20%	?	7.3µM*	-26	0%	-1	-19%
COC(=O)CNC(=O)Cn1nc(C)c([N+](=O)[O-])c1C
    2	-9%	6%	7%	-13%	0	0%	2	-1%
CC(=O)c1c(C)[nH]c(C(=O)OCC(=O)Nc2sc3c(c2C#N)CCC(C)C3)c1C (stereo not given)
    4	13%	-25%	26µM*	-31%	13	2%	29	-9%

Assay outcomes deposited in PubChem by National Center for Advancing Translational Sciences (NCATS).
